DLD1 CTGF mRNA: YAP1 pathway inhibitors via CTGF transcript, primary screen, DLD1 colon cancer cells, RT-qPCR, single point (AID 743449); DLD1 CTGF mRNA qPCR, 24 h; hits give high values; inhibition, % at 12.5 µM; 0.9% of 9,900 active;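 active = mean normalized replicate activity at least 50 and at least half of replicates each reaching 50; inconclusive = only one of the two criteria met; inactive = neither criterion met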;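 also: 0% = neutral control wells and 100% = dasatinib control wells; higher means stronger suppression of CTGF expression like dasatinib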
Pax4 mRNA alpha TC1: activators of Pax4 gene expression, primary screen, RT-PCR, mouse alpha TC1 cells, single point (AID 1053180); mouse alpha TC1 cells, Pax4 mRNA qPCR, 6 days; hits give high values; 100% = Pax4 plasmid added at qPCR; activation, % at 10 µM; 0.2% of 9,600 active;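 active = highest normalized replicate activity of 15 or more, or at least half the replicates reach 15 or more; inactive = neither condition met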;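 also: pax4 Ct normalized to GAPDH with activation seen as lower delta delta Ct; plate controls were plate neutral control wells for no effect and Pax4 plasmid positive control for full effect; each compound tested in two replicate wells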
Starred values were filed as active, the others as inactive; ? = inconclusive; · = no result given.

#	SMILES	DLD1 CTGF mRNA	Pax4 mRNA alpha TC1
1	CCc1cnc(N2[C@H](C#N)[C@@H](c3ccc(-c4cccc(F)c4)cc3)[C@@H]2CO)s1	17.7	0.0
2	C/C=C/c1ccc([C@@H]2[C@@H](CO)N(Cc3nccs3)C23CN(CC2CCCC2)C3)cc1	-2.1	·
3	CO[C@@H]1CN(C)C(=O)c2cc(NC(=O)Nc3ccc4c(c3)OCO4)ccc2OC[C@@H](C)N(C(C)=O)C[C@H]1C	4.6	0.0
4	O=C(C[C@@H]1C[C@H]2c3cc(NC(=O)CC4CC4)ccc3O[C@H]2[C@@H](CO)O1)NCC1CC1	7.8	0.0
5	C[C@@H]1CN([C@@H](C)CO)C(=O)c2cc(C#CC3(O)CCCC3)cnc2O[C@@H]1CN(C)S(=O)(=O)c1cccc(F)c1	-27.2	0.0
6	CCCNC(=O)N1C[C@@H]2[C@H](c3ccccc31)[C@H](CO)N2C(=O)Nc1ccccc1F	-25.7	0.0
7	CO[C@@H]1CN(C)C(=O)c2ccc(NC(=O)NC(C)C)cc2OC[C@H](C)N(Cc2ccc(-c3ccccn3)cc2)C[C@@H]1C	12.6	0.0
8	C[C@@H]1CN([C@H](C)CO)C(=O)Cc2cc(NS(=O)(=O)c3ccc(F)cc3)ccc2O[C@H]1CN(C)Cc1ccncc1	-29.2	0.0
9	O=C(c1ccc2c(c1)OCO2)N1C[C@@H]2[C@H](c3ccccc31)[C@H](CO)N2Cc1cccnc1	-1.2	0.0
10	CO[C@H]1CC[C@H]2CCOc3c(C#N)cccc3C(=O)N(C)C[C@@H](OC)[C@@H](C)C(=O)N(C)C[C@H]1O2	-18.4	0.0
11	CCC(=O)Nc1ccc2c(c1)OC[C@H](C)N(Cc1ccccc1)C[C@H](C)[C@H](OC)CN(C)C2=O	-39.5	0.0
12	CN1C[C@H]2[C@@H](c3ccccc31)[C@H](CO)N2C(=O)C1CCOCC1	-16.0	0.0
13	COc1cccc(NC(=O)N[C@H]2CC[C@H](CC(=O)N3CCN(C)CC3)O[C@H]2CO)c1	-0.5	0.0
14	OC[C@@H]1[C@@H](c2ccccc2)C2(CN(CCC(F)(F)F)C2)N1Cc1nccs1	29.2	·
15	O=C(NCC[C@@H]1CC[C@H](NS(=O)(=O)Cc2ccccc2)[C@@H](CO)O1)C1CCCCC1	-28.7	0.0
16	CCC(=O)N1CC(=O)N2[C@H](C1)[C@H](c1ccc(-c3ccc(C#N)cc3)cc1)[C@@H]2CO	-25.6	0.0
17	CN(C)C(=O)C[C@@H]1CC[C@@H]2[C@H](COC[C@@H](O)CN2C(=O)C2CCOCC2)O1	-0.1	0.0
18	N#C[C@H]1[C@@H](c2ccc(-c3cccc(F)c3)cc2)[C@@H](CO)N1C(=O)NC1CCCC1	22.5	0.0
19	C[C@@H]1CN([C@@H](C)CO)C(=O)c2cc(NS(C)(=O)=O)ccc2O[C@@H](C)CCCCO[C@H]1CN(C)C(=O)Cc1ccccc1	27.9	0.0
20	CCS(=O)(=O)Nc1ccc2c(c1)C(=O)N(C)[C@H]1CC[C@H](CC(=O)NCCCN3CCOCC3)O[C@H]1CO2	?	0.0
21	Cc1ccccc1-c1ccc2c(c1)O[C@H](CN(C)C(=O)Nc1ccc(C(F)(F)F)cc1)[C@H](C)CN([C@H](C)CO)S2(=O)=O	-45.7	0.4
22	COc1cccc(S(=O)(=O)N2CCCCN3[C@H](CO)[C@@H](c4ccc(C#CCC(C)C)cc4)[C@@H]3C2)c1	?	0.0
23	C/C=C/c1ccc([C@H]2[C@H](CO)N3C(=O)CN(C(=O)c4ccncc4)C[C@@H]23)cc1	-3.0	0.0
24	O=C(Cc1ccccn1)N[C@H]1CC[C@@H](CCNS(=O)(=O)c2cccc(F)c2)O[C@@H]1CO	2.5	0.0
25	O=C(C[C@@H]1CC[C@@H](NS(=O)(=O)c2ccc(F)cc2)[C@H](CO)O1)N1CCN(c2ccccc2)CC1	2.7	0.0

Next section:
#	SMILES	DLD1 CTGF mRNA	Pax4 mRNA alpha TC1
26	Cc1ccc(-c2ccc([C@@H]3[C@@H]4CN(Cc5ccccc5F)C[C@H]3N4)cc2)cc1	-91.3	0.5
27	CO[C@@H]1CN(C)C(=O)c2ccc(NS(=O)(=O)CC(F)(F)F)cc2OC[C@@H](C)N(Cc2nccs2)C[C@@H]1C	-12.0	0.0
28	O=C(CN1CCOCC1)N1CCCCN2[C@H](CO)[C@H](c3ccc(Br)cc3)[C@@H]2C1	5.4	0.0
29	CN1C(=O)c2cc(NS(=O)(=O)c3ccccc3F)ccc2OC[C@@H]2O[C@@H](CC(=O)NC3Cc4ccccc4C3)CC[C@H]21	-9.8	0.0
30	N#C[C@@H]1[C@@H](c2ccccc2C2=CCCC2)[C@@H](CO)N1C(=O)NC1CCCCC1	11.9	0.6
31	CC(C)C#Cc1ccc([C@@H]2[C@H](C#N)N(C(=O)c3cccc(F)c3)[C@H]2CO)cc1	-75.5	0.0
32	COc1ccc2c3c(n(C)c2c1)[C@H](CO)N(CC1CC1)CC31CCN(C(=O)NC2CCCC2)CC1	-14.2	0.0
33	O=C(CN1CCOCC1)N1CC(=O)N2[C@H](C1)[C@H](c1ccc(-c3cccc(F)c3)cc1)[C@@H]2CO	11.2	0.0
34	CN1C(=O)c2cc(NC(=O)Cc3cccs3)ccc2OC[C@@H]2O[C@@H](CC(=O)NCCCN3CCOCC3)CC[C@@H]21	-47.2	0.0
35	CO[C@@H]1CN(C)C(=O)c2ccc(NC(=O)c3cc(C)on3)cc2OC[C@@H](C)NC[C@H]1C	2.8	0.0
36	COc1cccc(-c2ccc([C@H]3[C@@H](CO)N4C(=O)CN(C(=O)c5cccnc5)C[C@@H]34)cc2)c1	11.4	0.0
37	CO[C@H]1CC[C@H]2CCOc3ccc(C#N)cc3C(=O)N(C)C[C@@H](c3ccccc3)CC(=O)N(C)C[C@@H]1O2	-35.7	0.0
38	CCC(=O)Nc1ccc2c(c1)C(=O)N(C)C[C@H](OC)[C@@H](C)CN(C(=O)Cc1cccnc1)[C@@H](C)CO2	-2.5	0.0
39	CC(C)NC(=O)N(C)C[C@H]1Oc2ccc(NC(=O)Cc3ccccc3)cc2CC(=O)N([C@@H](C)CO)C[C@@H]1C	9.6	0.0
40	CC(C)C#Cc1ccc([C@@H]2[C@H](CO)N3C(=O)CN(C(=O)NC4CCCC4)C[C@@H]23)cc1	-25.9	0.0
41	CC(C)NC(=O)Nc1cccc2c1O[C@H](CN(C)C(=O)Nc1ccccc1)[C@H](C)CN([C@@H](C)CO)C2=O	13.4	0.0
42	O=C(O)C[C@@H]1C=C[C@@H](NC(=O)Nc2cc(F)ccc2F)[C@H](CO)O1	-18.8	0.0
43	CC(=O)N1[C@@H]2Cn3c(ccc(-c4cccnc4)c3=O)[C@H]1[C@@H](C(=O)NC1Cc3ccccc3C1)[C@@H]2CO	-11.6	0.0
44	CCC(=O)N1CC2(CCN(Cc3ccccc3Cl)CC2)c2c([nH]c3cc(OC)ccc23)[C@H]1CO	-30.8	0.6
45	COCC#Cc1ccc([C@H]2[C@@H](C#N)N(C(=O)Cc3ccccc3)[C@@H]2CO)cc1	23.8	0.0
46	CC(=O)N1CCCCN2[C@H](C1)[C@H](c1ccc(-c3ccccc3)cc1)[C@@H]2CO	9.6	0.0
47	CO[C@H]1CC[C@H]2CCOc3c(C#N)cccc3C(=O)N(C)C[C@H](OC)[C@@H](C)C(=O)N(C)C[C@@H]1O2	-33.8	0.0
48	COc1ccc2c3c(n(C)c2c1)[C@@H](CO)N(C(C)=O)CC31CN(Cc2ccc(Cl)cc2)C1	34.5	0.0
49	C[C@@H]1CN([C@H](C)CO)C(=O)Cc2cc(NC(=O)C3CCCCC3)ccc2O[C@H]1CN(C)Cc1ccc(Cl)c(Cl)c1	-7.2	0.4
50	CN(C)C(=O)c1ccc(-c2ccc([C@H]3[C@@H](C#N)N(C(=O)C4CC4)[C@@H]3CO)cc2)cc1	30.0	0.0
51	COCC(=O)Nc1ccc2c(c1)C(=O)N(C)C[C@H](OC)[C@@H](C)CN(CCc1ccccc1)[C@H](C)CO2	-8.5	0.0
52	O=C(NCC[C@H]1CC[C@H](NS(=O)(=O)c2ccc(F)cc2)[C@H](CO)O1)c1ccc2c(c1)OCO2	1.8	0.0

A second format for some results above:
Values run as follows: DLD1 CTGF mRNA, Pax4 mRNA alpha TC1
27) CO[C@@H]1CN(C)C(=O)c2ccc(NS(=O)(=O)CC(F)(F)F)cc2OC[C@@H](C)N(Cc2nccs2)C[C@@H]1C
  -12.0, 0.0
50) CN(C)C(=O)c1ccc(-c2ccc([C@H]3[C@@H](C#N)N(C(=O)C4CC4)[C@@H]3CO)cc2)cc1
  30.0, 0.0

Reformatted with values under each structure: entries from further up.
Order of values – DLD1 CTGF mRNA	Pax4 mRNA alpha TC1
40. CC(C)C#Cc1ccc([C@@H]2[C@H](CO)N3C(=O)CN(C(=O)NC4CCCC4)C[C@@H]23)cc1
→ -25.9	0.0
41. CC(C)NC(=O)Nc1cccc2c1O[C@H](CN(C)C(=O)Nc1ccccc1)[C@H](C)CN([C@@H](C)CO)C2=O
→ 13.4	0.0
42. O=C(O)C[C@@H]1C=C[C@@H](NC(=O)Nc2cc(F)ccc2F)[C@H](CO)O1
→ -18.8	0.0
43. CC(=O)N1[C@@H]2Cn3c(ccc(-c4cccnc4)c3=O)[C@H]1[C@@H](C(=O)NC1Cc3ccccc3C1)[C@@H]2CO
→ -11.6	0.0
44. CCC(=O)N1CC2(CCN(Cc3ccccc3Cl)CC2)c2c([nH]c3cc(OC)ccc23)[C@H]1CO
→ -30.8	0.6
45. COCC#Cc1ccc([C@H]2[C@@H](C#N)N(C(=O)Cc3ccccc3)[C@@H]2CO)cc1
→ 23.8	0.0
46. CC(=O)N1CCCCN2[C@H](C1)[C@H](c1ccc(-c3ccccc3)cc1)[C@@H]2CO
→ 9.6	0.0
47. CO[C@H]1CC[C@H]2CCOc3c(C#N)cccc3C(=O)N(C)C[C@H](OC)[C@@H](C)C(=O)N(C)C[C@@H]1O2
→ -33.8	0.0
48. COc1ccc2c3c(n(C)c2c1)[C@@H](CO)N(C(C)=O)CC31CN(Cc2ccc(Cl)cc2)C1
→ 34.5	0.0
49. C[C@@H]1CN([C@H](C)CO)C(=O)Cc2cc(NC(=O)C3CCCCC3)ccc2O[C@H]1CN(C)Cc1ccc(Cl)c(Cl)c1
→ -7.2	0.4
50. CN(C)C(=O)c1ccc(-c2ccc([C@H]3[C@@H](C#N)N(C(=O)C4CC4)[C@@H]3CO)cc2)cc1
→ 30.0	0.0
51. COCC(=O)Nc1ccc2c(c1)C(=O)N(C)C[C@H](OC)[C@@H](C)CN(CCc1ccccc1)[C@H](C)CO2
→ -8.5	0.0
52. O=C(NCC[C@H]1CC[C@H](NS(=O)(=O)c2ccc(F)cc2)[C@H](CO)O1)c1ccc2c(c1)OCO2
→ 1.8	0.0

Only part of the results is shown; count on the stated rates, not on these rows.
